Shiga toxin inh: inhibitors of Shiga toxin in Vero cells | Vero cells, Shiga toxin protein synthesis inhibition reporter | inhibition, % at 38.7 µM | actives 9.2% (n = 290,000); in the data active means inhibition mostly above about 28%, no sharp cut-off; inactive means mostly below about 43%; further: 0% is about no effect
CHX counter: affects cycloheximide protein synthesis inhibition readout, counter-screen | cell reporter, cycloheximide protein synthesis inhibition counterscreen | max response, % | actives 12% (n = 300,000) | AID 2314; in the data active means max response mostly above about 13%, no sharp cut-off; inactive means mostly below about 14%; further: read at 38.3 µM for the half of the compounds with a filed dose; 0% is about no effect
Pf growth 48h: inhibits P. falciparum growth in the first generation, 48 h | actives 5.9% (n = 310,000) | Potency, µM (doses to about 28.7 µM), inactives show at the top dose activity change, negative = inhibition, hits mostly inhibitors | P. falciparum luciferase growth in erythrocytes, 48 h; further: potency means the concentration at half of the fitted maximal effect; on the % scale 0 is the no-effect control and ±100 the full control effect
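Here the parasites carry a stable luciferase gene and grow inside erythrocytes in Albumax-based RPMI medium with compound for one erythrocytic cycle. Activity is scored as loss of luminescent signal.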
TbPYK inhibitor: blocks Trypanosoma brucei pyruvate kinase. Potency, µM (doses to about 76.8 µM), for the others: at the highest dose activity, negative = inhibition, most hits filed as inhibitors. AID 624173. TbPYK enzyme, Kinase-Glo Plus ATP luminescence, 45 min. actives 0.12% (n = 410,000); further: potency means the concentration at half of the fitted maximal effect; on the % scale 0 is the no-effect control and ±100 the full control effect; nearly all actives have a fitted effect of over 50% in size
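Luminescent Kinase-Glo Plus end-point after 45 min room-temperature reaction of T. brucei pyruvate kinase started with 130 uM ADP (final). Buffer TEA 50 mM pH 7.2 with KCl, MgCl2, BSA, Tween-20; titration-based qHTS with fitted concentration-effect curves.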
Pf growth 96h: inhibits malaria parasite growth, 96 h | actives 6.9% (n = 320,000) | Potency, µM (titrated, usually from 28.7 µM), for the others: at the highest dose activity change, negative = inhibition, hits mostly inhibitors | AID 504834 | P. falciparum luciferase reporter growth, 96 h; further: potency means the concentration at half of the fitted maximal effect; on the % scale 0 is the no-effect control and ±100 the full control effect
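Delayed-death screen, second-generation endpoint: infected erythrocytes, 2% hematocrit, 0.05% parasitemia final; 96 hours at 37 C, 5% CO2; luciferase detection reagent; luminescence decrease equals reduced growth.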
LmPK inhibitor: LmPK (Leishmania mexicana) enzyme inhibition; purified LmPK, Kinase-Glo ATP luminescence, 1 h; Potency, µM (highest dose often 57.5 µM), for inactives: at the top dose activity change, negative = inhibition, hits mostly inhibitors; actives 0.37% (n = 290,000); AID 1721; further: potency means the concentration at half of the fitted maximal effect; on the % scale 0 is the no-effect control and ±100 the full control effect
Target sequence (Q27686 whole entry, looked up): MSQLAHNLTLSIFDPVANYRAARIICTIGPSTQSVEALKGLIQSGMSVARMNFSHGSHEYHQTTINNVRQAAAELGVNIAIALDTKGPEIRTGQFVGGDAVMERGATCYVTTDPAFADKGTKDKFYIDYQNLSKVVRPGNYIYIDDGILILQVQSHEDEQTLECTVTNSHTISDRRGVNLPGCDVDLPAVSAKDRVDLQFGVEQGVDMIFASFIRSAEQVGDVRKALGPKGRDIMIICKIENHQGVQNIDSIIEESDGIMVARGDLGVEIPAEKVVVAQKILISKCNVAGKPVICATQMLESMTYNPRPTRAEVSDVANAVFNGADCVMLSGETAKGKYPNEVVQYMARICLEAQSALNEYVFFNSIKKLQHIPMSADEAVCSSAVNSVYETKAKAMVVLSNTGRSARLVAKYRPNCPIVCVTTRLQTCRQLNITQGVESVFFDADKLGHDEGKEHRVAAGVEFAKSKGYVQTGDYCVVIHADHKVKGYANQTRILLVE
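0.1 nM LmPK, 0.5 mM PEP, 0.1 mM ADP; 50 mM imidazole pH 7.2, 7 mM MgCl2, 50 mM KCl; 1 h RT. Kinase-Glo luminescence readout, normalized to no-enzyme (full inhibition) and uninhibited wells.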
AMA1-RON2 inh: disrupts binding of P. falciparum AMA1 to RON2. AlphaScreen AMA1-biotinylated RON2 peptide binding. Potency, µM (titrated, usually from 58.2 µM), without a hit: at the top dose activity change, negative = inhibition, usual class: inhibitors. actives 0.2% (n = 360,000);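 further: potency means the concentration at half of the fitted maximal effect; 0% = vehicle wells and -100% = peptide control; nearly all actives have a fitted effect of over 45% in size; some results filed as inactive show a strong effect at the top dose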
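AMA1 (3D7) with his tag at 25 nM final met compounds first, then biotinylated RON2 peptide at 25 nM; detection used donor plus acceptor beads, 10 µg/mL apiece, read by AlphaScreen after 30 min at room temperature.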
Numbers without * were called inactive; i = inactive; ? = inconclusive; nt = not tested or not shown; [ ] = dose if it differs, or a comment. Unless noted, the call rests on the fitted dose curve; in most records, active means well fitted curve in the direction sought with a large enough effect; inconclusive means small, poorly fitted or top-dose-only effect, or another doubt; inactive means no such curve, though single readings can be large; an effect the other way counts as inactive or inconclusive.

1) CN(C(=O)c1ccco1)c1nc(-c2ccc(F)cc2)cs1
2) O=C(N/N=C\c1ccc[nH]1)C1COc2ccccc2O1 (centres undefined)
3) Cc1cccc(CSc2nc3[nH]ncc3c(=O)[nH]2)c1
4) Cc1sc2nc(CN3CCOCC3)nc(Cl)c2c1C
5) CC(=C(CCOP(=O)(O)O)SC(=O)c1ccccc1)N(C=O)Cc1cnc(C)nc1N
6) O=C(OCCN1CCOCC1)C(c1ccccc1)c1ccccc1
7) COc1ccc(CCNC(=O)C2CC3Cn4c(nc5ccccc54)C3N2C)cc1 (centres undefined)
8) CC1(C)CC(=O)c2cc3c(nc2C1)CC(C)(C)CC3=O
screen / no. | 1 | 2 | 3 | 4 | 5 | 6 | 7 | 8
Shiga toxin inh | 58* | -5 | 24 | 5 | nt | -15 | -2 | -13
CHX counter | 45* | -3 | 27 | -4 | nt | 0 | -4 | 4
Pf growth 48h | 159%[activator] | 4% | 21% | -26% | 3%[12.8 µM] | 7% | 45%[activator] | -5%
TbPYK inhibitor | -1% | -2% | 0% | 3% | 5%[33.2 µM] | 5% | -3% | 3%
Pf growth 96h | ? | -2% | 3% | ? | -1%[12.8 µM] | 0% | 41%[activator] | 10%
LmPK inhibitor | 0% | 2% | -7% | -4% | nt | 4% | -7% | -9%
AMA1-RON2 inh | -1% | 19% | 6% | -1% | nt | -8% | 16% | -4%

9) COc1cccc(C2CCCN2Cc2nc(CCC(C)C)no2)c1 (centres undefined)
10) Cc1ccc(N(CC(=O)NCCc2ccc(F)cc2)S(=O)(=O)c2ccc(Cl)c([N+](=O)[O-])c2)c(C)c1
11) CN(C)/C=N/c1ncc(C(=O)c2ccc(Cl)cc2)s1
12) CCN(CCCNC(=O)c1ccc(N2CCCC2=O)cc1)c1cccc(C)c1
13) CSC1=NC(=O)/C(=C\c2cccc3ccccc23)S1
14) N/C(=N\OC(=O)Cc1ccccc1[N+](=O)[O-])c1cccc(Br)c1
15) CC(=O)C1=C(C)OC(N)=C(C#N)C1c1cccc2ccccc12 (centres undefined)
16) CCCCn1c2c(c(=O)n(C)c1=O)C(c1ccc(OC)cc1)N1CCCCCC1=N2 (centres undefined)
screen / no. | 9 | 10 | 11 | 12 | 13 | 14 | 15 | 16
Shiga toxin inh | 18 | -10 | 58* | -6 | 39 | 27 | 2 | -13
CHX counter | 1 | -8 | 43* | 9 | 17 | 18* | -3 | -4
Pf growth 48h | ? | ? | 50%[activator] | ? | i | 24% | 1% | ?
TbPYK inhibitor | 5% | -8% | 0% | -1% | 2% | 7% | -1% | -2%
Pf growth 96h | ? | ? | 52%[activator] | ? | 122%[activator] | 27% | 5% | 7.4µM*
LmPK inhibitor | 2% | 5% | -15% | 3% | -3% | -2% | 1% | -2%
AMA1-RON2 inh | 25% | -7% | 4% | -22% | -24% | -7% | 6% | -14%

17) CCOC(=O)C(=O)N1CCN(c2nc(-c3ccc(Cl)cc3)cs2)CC1
18) O=C(c1ccc2c(c1)OCO2)N1CCN(S(=O)(=O)c2ccc(Br)cc2Cl)CC1
19) CC(C)Cc1cc(CNC(=O)C2CCC(=O)N(CCc3cccc(F)c3)C2)on1 (centres undefined)
20) CC(=O)c1ccc(NS(=O)(=O)c2c(C)cc(C)cc2C)cc1
21) Cc1cc(N2CCOCC2)cc(C)[n+]1[O-]
22) O=C(N/N=C/c1coc2ccccc2c1=O)c1cc(Br)c(O)c(Br)c1
23) COc1ccc(NC(=O)/C(C#N)=C/c2ccc(OCc3ccccc3F)cc2)cc1
24) COc1cccc(CC(=O)Nc2sc3c(c2C(N)=O)CCCC3)c1
screen / no. | 17 | 18 | 19 | 20 | 21 | 22 | 23 | 24
Shiga toxin inh | nt | nt | -2 | 73* | -2 | -13 | -15 | -4
CHX counter | -4 | nt | -1 | 38* | 21 | 1 | 2 | -2
Pf growth 48h | 13% | ? | 13% | 3% | -3% | 17% | 23% | -10%
TbPYK inhibitor | -10% | -2% | -4% | 3% | 2% | -12% | 3% | -10%
Pf growth 96h | 4.7µM* | ? | 33%[activator] | 31%[activator] | 12% | ? | 25% | 4%
LmPK inhibitor | -1% | nt | 9% | -5% | -4% | -6% | 1% | -4%
AMA1-RON2 inh | 12% | -1% | -4% | -10% | -6% | 11% | 28% | 18%

Some of the entries so far, with two lines to a compound:
Results follow in this order: Shiga toxin inh | CHX counter | Pf growth 48h | TbPYK inhibitor | Pf growth 96h | LmPK inhibitor | AMA1-RON2 inh
13	CSC1=NC(=O)/C(=C\c2cccc3ccccc23)S1
    39 | 17 | i | 2% | 122%[activator] | -3% | -24%
14	N/C(=N\OC(=O)Cc1ccccc1[N+](=O)[O-])c1cccc(Br)c1
    27 | 18* | 24% | 7% | 27% | -2% | -7%
15	CC(=O)C1=C(C)OC(N)=C(C#N)C1c1cccc2ccccc12 (centres undefined)
    2 | -3 | 1% | -1% | 5% | 1% | 6%
16	CCCCn1c2c(c(=O)n(C)c1=O)C(c1ccc(OC)cc1)N1CCCCCC1=N2 (centres undefined)
    -13 | -4 | ? | -2% | 7.4µM* | -2% | -14%
17	CCOC(=O)C(=O)N1CCN(c2nc(-c3ccc(Cl)cc3)cs2)CC1
    nt | -4 | 13% | -10% | 4.7µM* | -1% | 12%
18	O=C(c1ccc2c(c1)OCO2)N1CCN(S(=O)(=O)c2ccc(Br)cc2Cl)CC1
    nt | nt | ? | -2% | ? | nt | -1%
19	CC(C)Cc1cc(CNC(=O)C2CCC(=O)N(CCc3cccc(F)c3)C2)on1 (centres undefined)
    -2 | -1 | 13% | -4% | 33%[activator] | 9% | -4%
20	CC(=O)c1ccc(NS(=O)(=O)c2c(C)cc(C)cc2C)cc1
    73* | 38* | 3% | 3% | 31%[activator] | -5% | -10%
21	Cc1cc(N2CCOCC2)cc(C)[n+]1[O-]
    -2 | 21 | -3% | 2% | 12% | -4% | -6%

(continued)
25) CCOc1ccc(N(CC(=O)NC2CCCCC2)C(=O)Cn2nnc(-c3ccc(C)o3)n2)cc1
26) CC1CC(C)CN(c2cc3c(cc2[N+](=O)[O-])C(=O)N(c2ccccc2)C3=O)C1 (centres undefined)
27) CCOC(=O)C1(Cc2ccccc2)CCN(Cc2cn(CC(=O)OC)c3ccccc23)CC1
28) COc1ccccc1CNC(=O)COC(=O)c1cc(S(=O)(=O)N2CCOCC2)ccc1Cl
29) CCOc1ccc(NC(=O)c2nsc(Cl)c2Cl)cc1
30) CC(=O)Nc1ccc(S(=O)(=O)N2CCC(NC(=O)C(Cc3cccc(F)c3)NC(C)=O)CC2)cc1 (centres undefined)
31) O=C(COC(=O)c1ccc(Br)o1)NC1CCCc2ccccc21 (centres undefined)
32) CCCNC(=O)Cn1c(=O)n(C)c2ccccc21
screen / no. | 25 | 26 | 27 | 28 | 29 | 30 | 31 | 32
Shiga toxin inh | -2 | 2 | -5 | nt | 94* | -6 | nt | -4
CHX counter | 10 | -5 | -3 | nt | 40* | -9 | nt | 1
Pf growth 48h | -3% | 5% | ? | 13% | 105%[activator] | -1% | 3% | -1%
TbPYK inhibitor | 0% | -4% | 4% | -3% | 2% | -3% | 1% | 0%
Pf growth 96h | 0% | ? | 5.2µM* | 10% | 134%[activator] | ? | 10% | -20%
LmPK inhibitor | 6% | 2% | 5% | nt | -5% | -7% | nt | 5%
AMA1-RON2 inh | 2% | -16% | -18% | -19% | -4% | -6% | -6% | -13%

33) Cc1ccc2nc3cc([N+](=O)[O-])cc([N+](=O)[O-])c3cc2c1
34) Cc1cc(C)nc(N2CCC(C(=O)NNC(=O)c3ccc(Cl)cc3)CC2)n1
35) COc1cc(CN2CCNC(=O)C2CC(=O)N2CCCN(C(C)=O)CC2)cc(OC)c1 (centres undefined)
36) COC(=O)c1c(C)noc1-c1snnc1C
37) COc1c(Br)cc([N+](=O)[O-])c(OC)c1C(=O)NC(=O)Nc1cc(Cl)cc(Cl)c1
38) O=C(Nc1cccc2ccccc12)N1CCCN(c2c(Cl)cncc2Cl)CC1
39) Cc1cccc(Cn2c(=O)oc3ccc(C)cc32)c1
40) COc1ccc(C/C(N)=N/OC(=O)c2ccc(Cl)cc2)cc1
screen / no. | 33 | 34 | 35 | 36 | 37 | 38 | 39 | 40
Shiga toxin inh | 134* | -3 | -13 | -17 | -18 | -7 | 21 | 55*
CHX counter | 68* | -2 | -3 | -2 | -3 | -1 | -1 | 21*
Pf growth 48h | ? | 15% | 0% | -4% | ? | ? | 15% | ?
TbPYK inhibitor | -3% | 1% | 2% | 0% | -1% | 21% | -4% | 2%
Pf growth 96h | ? | 58%[activator] | -19% | 31%[activator] | ? | 5.9µM* | -3% | -14%
LmPK inhibitor | -1% | 5% | 1% | -4% | 4% | 7% | -6% | 5%
AMA1-RON2 inh | -22% | 21% | 21% | 6% | -19% | 8% | 22% | 16%

41) CCCOc1ccc(C2C(C(=O)c3ccc(C)o3)=C(O)C(=O)N2CCN2CCOCC2)cc1OC (centres undefined)
42) CCc1ccc(C(=O)NNC(=O)c2ccc3c(=O)n4c(nc3c2)CCC4)cc1
43) CC(=O)Nc1cc(NC(C)=O)ncn1
44) COc1ccc(C2NC(=O)c3ccccc3O2)cc1 (centres undefined)
45) Cn1nc(N2CCN(S(=O)(=O)c3ccccc3)CC2)c(=O)n(C)c1=O
46) Cc1c(CNCCc2ccc(Cl)cc2)c(C(=O)O)c(C)n1-c1ccccc1
47) CCOC(=O)C1CCN(C(=O)c2cccc(S(=O)(=O)N3CCc4ccccc43)c2)CC1
48) O=C(NC(=S)N1CCCC(C(F)(F)F)C1)c1ccc(F)cc1 (centres undefined)
screen / no. | 41 | 42 | 43 | 44 | 45 | 46 | 47 | 48
Shiga toxin inh | -14 | -10 | -8 | -4 | nt | 26 | nt | 19
CHX counter | 1 | -2 | -3 | -1 | nt | -2 | nt | -6
Pf growth 48h | 41%[activator] | 11% | ? | -1% | ? | 12% | ? | ?
TbPYK inhibitor | 5% | 5% | -6% | -6% | 6% | -8% | 3% | 0%
Pf growth 96h | ? | 27% | -27% | 6% | ? | 12µM* | ? | ?
LmPK inhibitor | 1% | -4% | -2% | -1% | nt | -2% | nt | 0%
AMA1-RON2 inh | 1% | 47%[activator] | 32%[activator] | 1% | -4% | 0% | -4% | 80%[activator]

49) O=S(=O)(c1cccc(C(F)(F)F)c1)N1CCN(C(=S)NC2CC2)CC1
50) O=C(CCCN1C(=O)NC2(CCCC2)C1=O)Nc1ccc(F)cc1
51) O=[N+]([O-])c1ccc(Oc2ccc(/C=N/O)cc2)nc1
52) CCC1CCCCN1C(=S)NC(=O)c1cc(S(=O)(=O)N2CCOCC2)ccc1C (centres undefined)
53) CC(=O)N1C(=O)C(=C2C=C(C)OC(C)=C2)c2ccccc21
54) CCCc1[nH]nc2c1C(/C(C)=C/c1ccccc1)C(C#N)=C(N)O2 (centres undefined)
screen / no. | 49 | 50 | 51 | 52 | 53 | 54
Shiga toxin inh | -11 | nt | -17 | 11 | -19 | -10
CHX counter | -1 | nt | 1 | -2 | -7 | -4
Pf growth 48h | ? | ? | 0% | 0% | -1% | -19%
TbPYK inhibitor | -1% | -1% | 2% | -28% | -3% | -6%
Pf growth 96h | ? | 16% | -13% | -5% | ? | ?
LmPK inhibitor | 2% | nt | -1% | -9% | -2% | 6%
AMA1-RON2 inh | 11% | -1% | -9% | 92%[activator] | -16% | -5%

Assay outcomes: PubChem, National Center for Advancing Translational Sciences (NCATS)
